Screening results as filed in PubChem BioAssay.
TR SRC2 fluor cs: Texas Red fluorescence interference in TRb-SRC2 counter-screen. TRb/SRC2 Texas Red total fluorescence interference. Potency, µM (doses to about 106 µM), inactives show at the highest dose fluorescence change, negative = quenching. 280,000 tested, 0.29% active; active means well fitted curve in either direction with a large enough effect; inconclusive means small, poorly fitted or top-dose-only effect
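Human TRβ ligand-binding domain (0.6 uM) and Texas Red SRC2 peptide (20 nM) in Tris buffer with 1 uM T3 and 5% DMSO were incubated with pinned compound for 5 hr at ambient temperature. Total fluorescence was computed as S + 2P (555/632 nm).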
Tau ThT inhib: tau fibrillization inhibition (ThT binding). recombinant tau K18 P301L, heparin-induced fibrillization, ThT fluorescence. Potency, µM (doses to about 57.4 µM), for the others: at the top dose activity, negative = inhibition, hits mostly inhibitors. 270,000 tested, 2.1% active. AID 1460; further: nearly all actives have a fitted effect of over 55% in size
Target sequence (P10636 561-689 P618L limits assumed): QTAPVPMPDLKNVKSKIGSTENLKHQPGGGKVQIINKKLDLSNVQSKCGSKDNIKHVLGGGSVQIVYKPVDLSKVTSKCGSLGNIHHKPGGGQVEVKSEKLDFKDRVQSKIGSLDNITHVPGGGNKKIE
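Aggregation was driven by heparin (20 uM final) acting on recombinant tau […] bearing P301L in 100 mM sodium acetate pH 7; fibrils were detected with Thioflavin T.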
GLA spleen mod: inhibits or activates alpha-galactosidase in human spleen homogenate. AID 2107. 240,000 tested, 0.008% active. human spleen homogenate, 4MU-alpha-Gal fluorescence, 40 min. Potency, µM (top dose mostly 80 µM), without a hit: at the highest dose activity change, negative = inhibition, usual class: inhibitors;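 further: 0% = enzyme with vehicle and -100% = no enzyme basal signal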
Target sequence (P06280 32-429 limits assumed): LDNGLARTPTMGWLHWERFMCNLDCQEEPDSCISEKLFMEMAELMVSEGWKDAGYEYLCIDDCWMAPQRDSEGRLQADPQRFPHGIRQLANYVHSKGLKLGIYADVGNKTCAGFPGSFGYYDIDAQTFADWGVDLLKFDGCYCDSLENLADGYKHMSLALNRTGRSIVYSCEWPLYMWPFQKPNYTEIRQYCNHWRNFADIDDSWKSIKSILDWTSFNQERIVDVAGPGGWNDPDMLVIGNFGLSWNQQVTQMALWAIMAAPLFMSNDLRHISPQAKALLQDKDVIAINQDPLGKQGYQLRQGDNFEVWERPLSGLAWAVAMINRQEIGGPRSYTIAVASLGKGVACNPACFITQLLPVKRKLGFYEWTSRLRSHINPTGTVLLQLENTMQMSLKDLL
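Inhibition or activation of alpha-galactosidase in human spleen homogenate is scored by 4-MU fluorescence after 40 min at 37C, pH 5.0, with 1 mM substrate. AC50s come from concentration-response fitted to the Hill equation.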
Tau FP inhib: tau fibrillization inhibition (FP) | 280,000 tested, 0.39% active | AID 1468 | K18 P301L tau heparin fibrillization, Alexa594 FP, 6 h | Potency, µM (highest dose often 57.7 µM), without a hit: at the top dose activity, negative = inhibition, actives largely listed as inhibitors | P10636; further: nearly all actives have a fitted effect of over 55% in size
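Recombinant K18 P301L […], labeled with Alexa 594 at 0.24 uM over 15 uM unlabeled; heparin inducer 20 uM final; 37 C, 6 hr; FP endpoint.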
ALDH1A1 inh: blocks purified human ALDH1A1 activity. Purified ALDH1A1, NADH fluorescence, propionaldehyde substrate. Potency, µM (top dose mostly 75.3 µM), without a hit: at the top dose activity, negative = inhibition, actives largely listed as inhibitors. 220,000 tested, 7.3% active. AID 1030; active means well fitted inhibition curve with a large enough effect, not every such curve was filed as active; inconclusive means small, poorly fitted or top-dose-only effect, or another doubt; inactive means no such curve, though single readings can be large or run the other way;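 further: plate controls were no enzyme wells and a reference inhibitor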
Target sequence (P00352 whole entry, looked up): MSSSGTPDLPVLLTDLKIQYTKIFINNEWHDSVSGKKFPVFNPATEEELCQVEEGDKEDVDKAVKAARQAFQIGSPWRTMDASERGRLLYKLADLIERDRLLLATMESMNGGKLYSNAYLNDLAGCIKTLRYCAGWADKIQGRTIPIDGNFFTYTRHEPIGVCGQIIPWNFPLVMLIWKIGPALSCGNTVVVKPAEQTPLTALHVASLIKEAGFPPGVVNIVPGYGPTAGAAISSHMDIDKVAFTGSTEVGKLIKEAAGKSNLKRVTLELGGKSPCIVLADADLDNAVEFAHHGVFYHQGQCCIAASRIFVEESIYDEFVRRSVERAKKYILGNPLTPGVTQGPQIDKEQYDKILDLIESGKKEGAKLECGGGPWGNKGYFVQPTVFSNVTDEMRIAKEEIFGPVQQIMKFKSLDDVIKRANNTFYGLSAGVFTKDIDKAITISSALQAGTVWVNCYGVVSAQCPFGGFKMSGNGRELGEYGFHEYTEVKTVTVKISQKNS
TRb-SRC2 inh: inhibitors of human thyroid hormone receptor beta-SRC2 interaction; AID 1469; 280,000 tested, 0.065% active; Potency, µM (doses to about 106 µM), for the others: top-dose activity change, negative = inhibition, actives largely listed as inhibitors; TRbeta-SRC2 peptide binding, fluorescence polarization; receptor liganded with 1 µM T3; P10828;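 further: plate controls were bound peptide for no effect and peptide without receptor for full effect; nearly all actives have a fitted effect of over 50% in size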
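Human TRb LBD (0.6 uM) plus Texas Red-labeled SRC2 peptide (20 nM), 1uM T3, 5% DMSO, 5 hr at ambient temperature. Decreased polarization (555/632 nm) flags inhibition; data normalized to free and bound peptide controls.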
Tau fluor counter: counter-screen for tau fibril formation inhibitors; tau K18 P301L Alexa594 fluorescence, heparin fibrillization; Potency, µM (top dose mostly 57.7 µM), without a hit: top-dose activity change, negative = decrease; 280,000 tested, 0.93% active; AID 1463; further: nearly all actives have a fitted effect of over 55% in size
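Human tau K18 P301L (15 uM unlabeled, 0.24 uM Alexa 594-labeled) in 100 mM sodium acetate pH 7 with 20 uM heparin, 6 hr at 37 C. ThT 30 uM added, 1 hr ambient; Alexa 594 FP and total fluorescence read at 555/632 nm.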
L3MBTL1 block: blocks human L3MBTL1. Q9Y468. AlphaScreen L3MBTL1–H3K9me1 peptide binding. Potency, µM (doses to about 57.1 µM), for the others: top-dose activity, negative = inhibition, hits mostly inhibitors. 230,000 tested, 0.66% active; further: nearly all actives have a fitted effect of over 60% in size
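Read-out is AlphaScreen signal from streptavidin donor and nickel chelate acceptor beads (10 ug/mL final each) bridging L3MBTL1 (50 nM) and biotinylated K9-monomethylated H3(1-15) peptide (75 nM), after 30 min compound exposure at room temperature.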
* = called active by the depositor; ? = inconclusive; . = not tested or not shown; & = joins results of further samples; [ ] = dose if it differs, or a comment. Unless noted, the call rests on the fitted dose curve; in most records, active means well fitted curve in the direction sought with a large enough effect; inconclusive means small, poorly fitted or top-dose-only effect, or another doubt; inactive means no such curve, though single readings can be large; an effect the other way counts as inactive or inconclusive. Unless noted, on the % scale 0 is the no-effect control and ±100 the full control effect; potency means the concentration at half of the fitted maximal effect.

Order of results – TR SRC2 fluor cs	Tau ThT inhib	GLA spleen mod	Tau FP inhib	ALDH1A1 inh	TRb-SRC2 inh	Tau fluor counter	L3MBTL1 block
COc1ccccc1NC(=O)C1CCN(S(=O)(=O)c2ccc3c(c2)oc(=O)n3C)CC1
→ 0%	10%	.	-8%	.	-6%	-5%	.
CCCCC/C=C\C[C@@H]1O[C@H]1C(O)/C=C\C/C=C\CCCC(=O)O (stereo partly specified)
→ -1%	-5%	-3%	-1%	18%	0%	-4%	.
CC(=O)N1C2(C=CC1(C)C(=O)NCc1ccc(C)o1)CCCCC2 (stereo unspecified)
→ 0%	?	9%	-12%	22µM*	3%	-7%	.
COc1ccc(-c2nc3sc(CCNC(=O)c4ccccc4C)c(C)n3n2)cc1
→ 0%	?	.	-3%	.	-13%	-13%	.
O=C(OCc1nnc(-c2ccccc2)o1)C12CC3CC(CC(Br)(C3)C1)C2
→ 1%	-12%	-17%	2%	4%	-5%	-12%	26%
COc1ccc(NC(=O)CN2CCCN(S(=O)(=O)c3ccc(Br)cc3)CC2)c(OC)c1
→ ?	?	.	7%	.	4%	-27%	.
COC(=O)c1cc(=O)n(Cc2ccc3c(c2)OCO3)c(=Nc2ccc(F)c(Cl)c2)s1
→ -4%	-23%	0%	-3%	-5%	-1%	-17%	.
COc1ccc(S(=O)(=O)N(CC(=O)NCCc2ccccc2)c2ccc(Cl)cc2)cc1
→ -1%	-2%	.	2%	.	-8%	-7%	.
CCN(C(=O)CSc1nnnn1-c1ccccc1)c1c(N)n(Cc2ccccc2)c(=O)[nH]c1=O
→ 7%	-15%	9%	-7%	?	-1%	-8%	1%
O=C(O)CCCC(=O)N1CCN(c2cccc(Cl)c2)CC1
→ -7%	-8%	4%	5%	?	-3%	-1%	0%
CC(=O)NC1(C(Cl)(Cl)Cl)Oc2ccccc2O1
→ -3%	3%	-5%	3%	-1%	4%	6%	10%
Cc1ccc(CNC(=O)/C=C/c2c(Cl)cccc2Cl)cc1
→ -2%	-6%	6%	-5%	6%	1%	-3%	0%
Cc1cc(C(=O)N2CCC(Cc3ccccc3)CC2)ccc1[N+](=O)[O-]
→ -2%	-17%	4%	13%	1%	0%	-6%	-9%
O=C(c1ccco1)N1CCN(C(=O)C2c3ccccc3Oc3ccccc32)CC1
→ 0%	-19%	-1%	3%	8.9µM*	-7%	4%	1%
COc1cccc(N=Nc2c(N)[nH]n3c(=O)c4c(nc23)CCCC4)c1
→ -2%	1.4µM*	2%	3%	1%	0%	?	-6%
O=C(CCC(=O)Nc1ccc(Br)cc1)N/N=C/c1cc([N+](=O)[O-])ccc1O
→ -1%	?	-8%	5%	-12%	2%	-30%	-2%
Cc1cc2c([nH]c3ccccc32)c2c1OC(C)(C)C=C2
→ -5%	?	5%	10%	.	-2%	14µM*[quencher]	.
Cc1cc(-c2nnc(-c3ccccc3)c(-c3ccccc3)n2)c(C)o1
→ -6%	?	-5%	-1%	6.3µM*	-2%	-9%	-11%
CC(/C=N/NC(=O)c1c(Br)cnn1C)=C\c1ccccc1
→ -4%	3%	2%	5%	0%	-2%	11%	1%
CCOCCCNS(=O)(=O)c1ccc(NC(=O)Cc2c(F)cccc2Cl)cc1
→ 7%	7%	-2%	-10%	?	8%	-13%	-4%

Only TR SRC2 fluor cs, L3MBTL1 block and GLA spleen mod (three entries from above):
compound | TR SRC2 fluor cs | L3MBTL1 block | GLA spleen mod
COc1ccccc1NC(=O)C1CCN(S(=O)(=O)c2ccc3c(c2)oc(=O)n3C)CC1 | 0% | . | .
CCCCC/C=C\C[C@@H]1O[C@H]1C(O)/C=C\C/C=C\CCCC(=O)O (stereo partly specified) | -1% | . | -3%
CC(=O)N1C2(C=CC1(C)C(=O)NCc1ccc(C)o1)CCCCC2 (stereo unspecified) | 0% | . | 9%

Later entries.
Order of results – TR SRC2 fluor cs	Tau ThT inhib	GLA spleen mod	Tau FP inhib	ALDH1A1 inh	TRb-SRC2 inh	Tau fluor counter	L3MBTL1 block
COc1ccc(CNC(=O)C2=CC(c3cccc(OC)c3)=NS(=O)(=O)N2C)cc1
→ -3%	-18%	.	1%	.	-3%	?	.
Cc1ccccc1NC(=O)C(=O)NCc1ccccn1
→ 0%	-6%	1%	-10%	8%	-1%	-3%	-1%
CCC(=O)N1c2ccc(S(=O)(=O)CCC(=O)NC3CCCC3)cc2CC1C (stereo unspecified)
→ 2%	-5%	-2%	-1%	-6%	-6%	4%	9%
O=C(Nc1cccnc1)c1ccc(Cl)c(S(=O)(=O)N2CCCCCC2)c1
→ 0%	0%	2%	?	-6%	-1%	?	.
CCOC(=O)c1cc2[nH]c3ccccc3c2[n+](-c2ccc([N+](=O)[O-])cc2)c1N
→ -6%	-6%	-8%	6%	18%	-5%	-9%	-3%
NS(=O)(=O)c1ccc(CCNC(=O)CSc2ccccc2)cc1
→ 1%	8%	-9%	-5%	3%	1%	-2%	8%
CCN1c2ccccc2-c2nc(SCC(=O)NCc3ccc(C)cc3)ncc2S1(=O)=O
→ -2%	10%	.	-6%	.	-1%	-14%	.
C/C(=N\N1CCN(C)CC1)c1ccc(Cl)c(Cl)c1
→ 2%	-2%	1%	1%	8%	-1%	-2%	0%
COc1ccc(OC)c(CNC(=O)Cn2nc(C)c3c(C)n(-c4ccccc4)nc3c2=O)c1
→ -2%	4%	.	-1%	.	4%	-5%	.
Fc1cc(F)c2nc(N3CCCC3)sc2c1
→ -1%	-5%	-5%	5%	2%	2%	-3%	.
COc1ccc(OCc2cccc(C(=O)Nc3cc(C)on3)c2)cc1
→ 2%	-10%	-5%	-2%	-3%	1%	-19%	27%[11.4 µM]
Cc1ccccc1N1C(=O)c2ccccc2NC1c1ccncc1 (stereo unspecified)
→ -1%	-7%	7%	-2%	?	3%	-4%	9%
COC(=O)Cc1cccc2c(=O)c3ccccc3oc12
→ -8%	-11%	8%	-2%	.	-2%	-14%	7%
COC(=O)Cn1nc(-c2ccccc2)c2ccccc21
→ -3%	-17%	3%	-9%	?	-1%	-27%	-7%
COc1ccc(OCCOC(=O)c2ccc(-n3cnnn3)cc2)cc1
→ -3%	-22%	-2%	-13%	?	3%	-27%	.
CC(=O)c1ccccc1N(C(=O)Cn1nnc2ccccc21)C(C(=O)NCC1CCCO1)c1ccc(N2CCOCC2)cc1 (stereo unspecified)
→ -2%	3%	0%	1%	12%	-3%	2%	-3%
CCN(CC)c1cc(C)c2cc(NC(=O)c3ccccc3OC)ccc2n1
→ -1%&-2%	?	-12%	13%&13%	-12%	-6%&4%	?	.
O=C(CSCc1c(F)cccc1Cl)NCCSCc1ccco1
→ 3%	-12%	8%	-2%	?	1%	-12%	-20%
CCOc1ccc(C(=O)Nc2cccc(NC(=O)c3ccc(Cl)cc3Cl)c2)cc1
→ -4%	0%	.	-13%	.	5%	-19%	.
CCCCOC(=O)CSC1=C(C#N)C(c2ccc3c(c2)OCO3)CC(=O)N1 (stereo unspecified)
→ -7%	-1%	-14%	-3%	?	-10%	-12%	.

One compound at a time (already shown).
CC(=O)c1ccccc1N(C(=O)Cn1nnc2ccccc21)C(C(=O)NCC1CCCO1)c1ccc(N2CCOCC2)cc1 (stereo unspecified) is listed with TR SRC2 fluor cs: -2%; Tau ThT inhib: 3%; GLA spleen mod: 0%; Tau FP inhib: 1%; ALDH1A1 inh: 12%; TRb-SRC2 inh: -3%; Tau fluor counter: 2%; L3MBTL1 block: -3%
COc1ccc(OC)c(CNC(=O)Cn2nc(C)c3c(C)n(-c4ccccc4)nc3c2=O)c1 is listed with TR SRC2 fluor cs: -2%; Tau ThT inhib: 4%; GLA spleen mod: .; Tau FP inhib: -1%; ALDH1A1 inh: .; TRb-SRC2 inh: 4%; Tau fluor counter: -5%; L3MBTL1 block: .
O=C(Nc1cccnc1)c1ccc(Cl)c(S(=O)(=O)N2CCCCCC2)c1 is listed with TR SRC2 fluor cs: 0%; Tau ThT inhib: 0%; GLA spleen mod: 2%; Tau FP inhib: ?; ALDH1A1 inh: -6%; TRb-SRC2 inh: -1%; Tau fluor counter: ?; L3MBTL1 block: .

The listing continues.
Order of results – TR SRC2 fluor cs	Tau ThT inhib	GLA spleen mod	Tau FP inhib	ALDH1A1 inh	TRb-SRC2 inh	Tau fluor counter	L3MBTL1 block
COc1ccc(OC)c(-c2c3c([nH]c(=S)c2C#N)CCCC3)c1
→ 3%	-13%	-2%	-8%	-9%	-2%	-2%	6%[11.4 µM]
CC(=O)c1c(C)[nH]c(C(=O)Nc2ccc(C)cn2)c1C
→ -2%	-13%	8%	6%	5%	-9%	-9%	.
COc1ccc(CN(CCC(c2ccccc2)C2CCOC(C)(C)C2)C(C)=O)cc1 (stereo unspecified)
→ 0%	-13%	2%	-3%	?	1%	-3%	-5%
COc1ccc(/C=C2/SC(=S)N(CCC(=O)O)C2=O)cc1
→ -7%	?	-2%	-1%	?	3%	-12%	-5%
Cc1ccc(S(=O)(=O)N2CCCCC2C(=O)O)s1 (stereo unspecified)
→ -5%	4%	1%	-1%	-1%	-5%	2%	4%
CCc1ccc(NC(=S)Nc2ccc(S(=O)(=O)Nc3ncccn3)cc2)cc1
→ 0%	-12%	10%	8%	?	-4%	-17%	2%
CC(CNC(=O)c1ccc(CSc2nc3ccncc3n2Cc2ccccc2)cc1)c1ccccc1 (stereo unspecified)
→ 1%	0%	.	9%	.	-2%	-25%	.
COCCNC(=O)C(c1ccncc1)N(C(=O)c1sc(C)nc1C)c1cccc(C)c1 (stereo unspecified)
→ 0%	-4%	-2%	0%	-9%	-1%	-1%	10%
COc1ccc(/C=N/n2c(SC)nnc(C(C)(C)C)c2=O)cc1OC
→ -2%	-10%	-26%	-6%	-5%	-9%	-18%	.
CCOC(=O)C1CCN(C(=O)CN(c2ccc(OC)cc2)S(=O)(=O)c2c(C)noc2C)CC1
→ -1%	4%	1%	-1%	2%	3%	-3%	-3%
Cc1ccc(NC(=O)CN2C(=O)N/C(=C/c3ccc(C)o3)C2=O)cc1
→ 2%	?	4%	?	13µM*	-12%	-13%	-3%
COc1cccc(-n2c(SCc3c(C)noc3C)nnc2-c2cccc(S(=O)(=O)N(C)C)c2)c1
→ -4%	-2%	-4%	6%	-4%	1%	-2%	4%
